# Compound activity from PubChem BioAssay.
# RAD54 inh: inhibitors of human RAD54 branch migration. Q92698. RAD54 Holliday junction branch migration, FAM/BHQ fluorescence. inhibition, % at 10.4 µM. 360,000 tested, 0.14% active. AID 602329;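 active means mean normalized replicate activity at least 40 and at least half of replicates scoring 40 or more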;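 further: 0% = median of neutral control wells and 100% = median of positive control wells; inhibitors cause a drop in the FAM fluorescence signal; in these data hits start at about 50%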
# Target sequence (Q92698 whole entry, looked up): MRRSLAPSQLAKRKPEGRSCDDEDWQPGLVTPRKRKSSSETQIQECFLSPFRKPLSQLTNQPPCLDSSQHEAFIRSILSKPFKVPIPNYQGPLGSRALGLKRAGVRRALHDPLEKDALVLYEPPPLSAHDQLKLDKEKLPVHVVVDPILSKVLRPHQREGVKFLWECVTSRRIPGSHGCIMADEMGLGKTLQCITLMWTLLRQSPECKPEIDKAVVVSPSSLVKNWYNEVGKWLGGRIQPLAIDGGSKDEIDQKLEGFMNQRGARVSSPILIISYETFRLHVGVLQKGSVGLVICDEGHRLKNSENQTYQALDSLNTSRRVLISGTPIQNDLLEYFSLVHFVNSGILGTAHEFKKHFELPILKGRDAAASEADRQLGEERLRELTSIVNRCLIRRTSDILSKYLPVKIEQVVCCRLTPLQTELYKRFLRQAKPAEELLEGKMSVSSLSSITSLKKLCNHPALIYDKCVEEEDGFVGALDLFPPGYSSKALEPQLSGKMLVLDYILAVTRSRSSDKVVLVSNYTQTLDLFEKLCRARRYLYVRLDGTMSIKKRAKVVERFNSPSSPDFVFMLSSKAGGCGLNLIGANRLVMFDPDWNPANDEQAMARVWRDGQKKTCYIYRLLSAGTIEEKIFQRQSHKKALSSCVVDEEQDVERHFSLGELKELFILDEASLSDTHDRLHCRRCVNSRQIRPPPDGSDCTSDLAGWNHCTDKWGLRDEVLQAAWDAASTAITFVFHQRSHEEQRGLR
# Xi reactivation: activators of X-chromosome reactivation in mouse fibroblasts; XiGFP mouse fibroblasts, % GFP-positive cells imaging, 3 d; cells co-treated with 5-aza-dC sensitizer; scaled so ellipticine positive control = 100%; activation, % at 7.58 µM; 360,000 tested, 0.055% active; AID 743238;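 active means mean normalized replicate activation at least 10% and every replicate at or above 10%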;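 further: 0% = median of on-plate neutral control wells and 100% = ellipticine 6 µM median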
#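 Schedule: 3 d treatment, 15 min room-temperature fixation; system: 68-5-11 XiGFP fibroblast line; buffer or medium: DMEM plus 5-aza-dC sensitizer; control set: ellipticine 6 µM positive control; compound: one concentration, pinned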
# esBAF inh: blocks esBAF chromatin remodeling in mouse ES cells; Bmi1-luciferase knock-in reporter, 24 h; 100% = twice the neutral-well signal; reporter increase, % at 12.5 µM; 350,000 tested, 2% active; in the data active means activation above about 40%;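 further: 0% = median of the plate's neutral control wells and 100% = double that signal; a rise in the Bmi1 reporter signal indicates esBAF inhibition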
# S100A4 MyoIIA: inhibitors of human S100A4 binding to myosin IIA peptide | AID 652163 | inhibition, % at 10.7 µM | 360,000 tested, 0.14% active | S100A4/TAMRA-MyoIIA peptide fluorescence polarization;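 active means mean inhibition of at least 70% across replicates, with every replicate also reaching that level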
# Target sequence (P26447 whole entry, looked up): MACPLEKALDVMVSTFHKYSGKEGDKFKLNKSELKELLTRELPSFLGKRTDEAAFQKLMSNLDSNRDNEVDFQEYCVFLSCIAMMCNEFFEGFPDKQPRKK
#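 Material: S100A4 monomer protein | Medium: HEPES pH 7.2 with CaCl2, KCl, NaCl, DTT, Triton | Reagent: Labelled myosin peptide probe, 5 nM | Doses: One dose per compound | Times: 5 min incubation before reading | Benchmarks: Neutral control DMSO, positive control TFP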
# E-selectin induc: induces E-selectin expression in human endothelial cells; P16581; HUVEC E-selectin immunofluorescence imaging; normalized: neutral wells 0, TNF-alpha wells 100; activation, % at 7.58 µM; 260,000 tested, 0.37% active; AID 686992;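 active means mean E-selectin-positive cell signal at least 10% of the positive control, reached in at least 60% of replicates, without over 20% cell loss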;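 further: in these data hits start at about 27%; measured in HUVEC primary endothelial cells; signal is the percent of cells scored E-selectin positive by PE staining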
#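 Test system – human umbilical vein endothelial cells (HUVEC), E-selectin induction · Input – 3,000 HUVEC seeded per well · Buffer or medium – EGM-2, gelatin · Compound dosing – single-point compound dose · Detection – immunofluorescence imaging · Measure – percent E-selectin-positive cells · Controls – TNF-alpha high, DMSO low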
# ERAP1 HTS inh: blocks human ERAP1 aminopeptidase activity | Q9NZ08 | recombinant ERAP1, Leu-AMC fluorescence, 60 min | inhibition, % at 10.7 µM | 340,000 tested, 0.15% active;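 active means mean replicate inhibition of at least 30%, or all replicates individually reaching that 30% level; inactive means mean below 30% and not every replicate reaching it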;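 further: 0% = neutral control wells and 100% = L-leucinethiol positive control wells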
# RAD52 anneal inh: RAD52 (human) annealing inhibition | P43351 | recombinant RAD52 DNA annealing, FRET fluorescence | inhibition, % at 18.7 µM | 360,000 tested, 0.46% active | AID 651710;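 active means every replicate showing at least 50% inhibition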
# ERp5 inh: ERp5 (human) disulfide isomerase inhibition. ERp5 insulin aggregation, absorbance 650 nm, 90 min. 350,000 tested, 0.05% active. AID 651711. Q15084. inhibition, % at 9.99 µM;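 active means mean replicate inhibition above about 25%, with every replicate also reaching it, limit read from the data, passing the limit was not always enough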
# Starred values were filed as active, the others as inactive; / = no result given; & = joins results of further samples.
SMILES,RAD54 inh,Xi reactivation,esBAF inh,S100A4 MyoIIA,E-selectin induc,ERAP1 HTS inh,RAD52 anneal inh,ERp5 inh
COc1ccc(C2C(C(N)=O)=C(C)Nc3nc(CCCO)nn32)cc1 (configuration not stated),1,0.1,-6,-15,-0.1,-1,1,1
CCCN1C[C@@H](C)[C@@H](OC)CN(C)C(=O)c2ccc(NC(=O)c3cccc(OC)c3)cc2OC[C@@H]1C,7,0.0,1,5,0.1,2,14,11
COc1ccccc1N1C(=O)N(CC(=O)C(C)(C)C)c2ccccc2S1(=O)=O,1,0.3,5,-3,/,-3,-14,5
CC(=NC1CCCCC1)c1ccc(O)cc1O,-2,0.1,14,-3,0.3,1,-7,-2
CCC(C)c1ccc(OCC(=O)NNC(=O)C2CCCCC2)cc1 (configuration not stated),0,-0.1,-6,2,0.7,-4,-17,4
CC1=NNC(=O)C1Oc1ccccc1 (configuration not stated),/,0.0,-13,13,-0.3,-2,4,-1
CCOc1cccc(-c2c(C(=O)N/N=C(\C)c3ccccn3)nnn2-c2nonc2N)c1,-6,3.7,-33,0,/,4,-2,2
C[C@@H]1CN([C@@H](C)CO)C(=O)Cc2cc(NC(=O)NC3CCCCC3)ccc2O[C@@H]1CN(C)S(=O)(=O)c1cccs1,4,-1.4,-1,-1,0.1,-1,-17,-1
Cc1cc(Nc2cc(F)ccc2C)n2ncnc2n1,-2,0.1,-12,5,0.3,-2,-2,0
O=C(Nc1ccc(F)cc1)N1CCCN(c2ccc(C(F)(F)F)cn2)CC1,2,-0.1,/,10,/,/,-13,-2
CCCn1nc(C(=O)Nc2cc(OCC)c(N3CCOCC3)cc2OCC)c2ccccc2c1=O,-1,0.0,2,-5,-0.4,-1,5,3
Cc1noc(C)c1NC(=O)N(C)C[C@@H]1OCc2ccccc2-c2c(n(C)c3ccccc23)C(=O)N([C@@H](C)CO)C[C@@H]1C,-2,0.4,-2,4,0.5,3,3,1
C[C@@H]1CN([C@@H](C)CO)S(=O)(=O)c2ccc(-c3ccccc3F)cc2O[C@H]1CN(C)Cc1cccnc1,1,-0.6,6,-4,0.5,-3,13,4
Cc1cccc2c1cnn2C(=O)CCC(=O)N1CC(C)CC(C)C1 (configuration not stated),3,-0.1,-5,-1,3.2,5,1,-4
COc1ccc(NC(=O)CNc2cc(C)ccc2C)cc1S(=O)(=O)N1CCOCC1,0,-0.1,-3,-3,-0.4,-5,-16,0
COCC(=O)N1CCC2(CC1)CN(Cc1ccc3c(c1)OCO3)[C@H](CO)c1c2c2ccc(OC)cc2n1C,/,0.4,/,-7,-0.1,1,-16,2
COc1ccc(S(=O)(=O)Nc2ccc3c(c2)C(=O)N([C@@H](C)CO)C[C@@H](C)[C@H](CN(C)C(=O)Nc2cccc4ccccc24)OCCCC[C@H](C)O3)cc1,-1,0.2,-9,/,0.1,/,/,/
CN1C(=O)c2cc(NC(=O)c3ccccc3Cl)ccc2OC[C@@H]2O[C@@H](CC(=O)NCC(F)(F)F)CC[C@H]21,-7,/,-6,127*,/,1,24,-3
CN(CCCNC(=O)c1cc2c(=O)[nH]c3ccccc3c2n1C)Cc1ccccc1,/,-0.8,/,-2,0.2,1,12,1
C[C@@H]1CN([C@@H](C)CO)C(=O)c2cc(NC(=O)c3ccncc3)ccc2O[C@@H](C)CCCCO[C@@H]1CN(C)C(=O)c1ccccc1,12,0.0,-5,11,0.0,2,5,-1
CC(=O)NC[C@@H]1[C@@H](c2ccccc2)[C@H](CO)N1C(=O)Cc1ccncc1,4,0.1,-1,/,0.0,/,-1,13
O=C1C=C(OCCF)CC(c2cccc(Cl)c2)O1 (configuration not stated),/,-0.1,/,-3,-0.1,0,-5,3
COc1ccccc1C#Cc1cnc2c(c1)C(=O)N([C@H](C)CO)C[C@H](C)[C@@H](CN(C)C(=O)c1ccc3c(c1)OCO3)O2,0,-0.5,-6,-2,-0.2,4,-7,-1
COc1ccccc1S(=O)(=O)N(C)C[C@H]1Oc2cc(Br)ccc2S(=O)(=O)N([C@H](C)CO)C[C@H]1C,6,0.2&0.2,-6,-4&5,2.8&-0.3,1,-4&6,-5&0
COc1ccc(CNC(=O)CCNC(=O)N2CC(=O)Nc3ccccc32)cc1,-5,0.2,-7,-66,0.0,-3,-32,7

# 2 entries from above, with two lines to a compound.
# Sequence of screens – RAD54 inh, Xi reactivation, esBAF inh, S100A4 MyoIIA, E-selectin induc, ERAP1 HTS inh, RAD52 anneal inh, ERp5 inh
CN1C(=O)c2cc(NC(=O)c3ccccc3Cl)ccc2OC[C@@H]2O[C@@H](CC(=O)NCC(F)(F)F)CC[C@H]21
→ -7, /, -6, 127*, /, 1, 24, -3
COc1ccc(CNC(=O)CCNC(=O)N2CC(=O)Nc3ccccc32)cc1
→ -5, 0.2, -7, -66, 0.0, -3, -32, 7

# Molecules above containing a Cl atom (2):
SMILES,RAD54 inh,Xi reactivation,esBAF inh,S100A4 MyoIIA,E-selectin induc,ERAP1 HTS inh,RAD52 anneal inh,ERp5 inh
CN1C(=O)c2cc(NC(=O)c3ccccc3Cl)ccc2OC[C@@H]2O[C@@H](CC(=O)NCC(F)(F)F)CC[C@H]21,-7,/,-6,127*,/,1,24,-3
O=C1C=C(OCCF)CC(c2cccc(Cl)c2)O1 (configuration not stated),/,-0.1,/,-3,-0.1,0,-5,3

# In the list so far, 5 contain fluorine:
SMILES,RAD54 inh,Xi reactivation,esBAF inh,S100A4 MyoIIA,E-selectin induc,ERAP1 HTS inh,RAD52 anneal inh,ERp5 inh
Cc1cc(Nc2cc(F)ccc2C)n2ncnc2n1,-2,0.1,-12,5,0.3,-2,-2,0
O=C(Nc1ccc(F)cc1)N1CCCN(c2ccc(C(F)(F)F)cn2)CC1,2,-0.1,/,10,/,/,-13,-2
C[C@@H]1CN([C@@H](C)CO)S(=O)(=O)c2ccc(-c3ccccc3F)cc2O[C@H]1CN(C)Cc1cccnc1,1,-0.6,6,-4,0.5,-3,13,4
CN1C(=O)c2cc(NC(=O)c3ccccc3Cl)ccc2OC[C@@H]2O[C@@H](CC(=O)NCC(F)(F)F)CC[C@H]21,-7,/,-6,127*,/,1,24,-3
O=C1C=C(OCCF)CC(c2cccc(Cl)c2)O1 (configuration not stated),/,-0.1,/,-3,-0.1,0,-5,3

# Further structures follow:
SMILES,RAD54 inh,Xi reactivation,esBAF inh,S100A4 MyoIIA,E-selectin induc,ERAP1 HTS inh,RAD52 anneal inh,ERp5 inh
CC1(C)OC(=O)C(=CNc2cccc(O)c2)C(=O)O1,-14,/,2,-2,/,8,-4,-77
C[C@@H]1CN([C@H](C)CO)C(=O)Cc2cc(NC(=O)C3CCCCC3)ccc2O[C@@H]1CN(C)S(=O)(=O)c1ccc(F)cc1,-16,0.4,1,4,-0.1,1,10,-2
CN1[C@@H]2Cn3c(ccc(C4=CCCC4)c3=O)[C@H]1[C@@H](C(=O)N1CCOCC1)[C@@H]2CO,-11,0.2,3,-1,-0.4,-2,-7,4
O=C1CCc2cc(S(=O)(=O)N3CCCCC3)cc3c2N1CCC3,/,0.1,-4,73*,/,4,3,3
COCC#Cc1ccc2c(c1)O[C@@H](CN(C)C(=O)COC)[C@@H](C)CN([C@@H](C)CO)S2(=O)=O,0,-1.0,-8,13,-0.1,2,-7,-3
COc1ccc(OCC(=O)Nc2cccc(NC(=O)c3ccco3)c2)cc1,/,0.0,6,0,/,0,-23,-7
COc1cccc(-c2ccc3c(c2)[C@@H]2[C@@H](CCN2C(=O)c2ccc(F)cc2)[C@H](CO)N3C)c1,1,0.1,2,0,-0.6,/,1,11
Cc1ccc(S(=O)(=O)Nc2ccc3nc(C)oc3c2)cc1,/,0.1,/,1,0.0,2,-8,2
O=C(Nc1ccccc1)C1=C[C@@H](C2CC2)C[C@@H](OCCCCO)O1,-12,0.1,67*,-2,0.2,4,-3,0
CCOC(=O)C1(CCOc2ccccc2)CCN(Cc2ccc3nonc3c2)CC1,/,-0.1,/,-5,/,-1,-11,-3
O=C(C1CCOCC1)N1CC[C@H]2[C@H](CO)Nc3ccc(-c4cccc(F)c4)cc3[C@H]21,-1,0.2,4,-1,-0.3,-7,0,3
CCN(CC)CC(O)CN(c1ccccc1)S(=O)(=O)c1ccc2ccccc2c1 (configuration not stated),6,0.2,-3,-1,/,1,4,4
CCCC(=O)N1CCC1(C)C(=O)Nc1ccc(C)c(C)c1 (configuration not stated),1,0.1,-8,3,/,-2,-10,-1
O=C(Nc1ccncc1)c1cccc(S(=O)(=O)N2CCCC2)c1,5,-0.1,7,-2,-0.9,3,-10,-9
COc1ccc(OC)c(-c2csc(NC(=O)C3=NN(c4ccccc4)C(=O)CC3)n2)c1,15,0.4,/,2,-0.4,3,-15,0
C[C@@H]1CN([C@H](C)CO)C(=O)c2cc(NS(=O)(=O)c3ccc(F)cc3)ccc2O[C@@H](C)CCCCO[C@H]1CN(C)Cc1ccncc1,-1,0.3,1,25,0.2,1,-4,-4
NNc1nc2cc3c(cc2s1)OCCO3,-5,0.4,1,-2,/,3,-13,/
COc1ccc(S(=O)(=O)Nc2ccc3c(c2)CC(=O)N([C@@H](C)CO)C[C@@H](C)[C@H](CN(C)Cc2ccc(C(=O)Nc4ccccc4N)cc2)O3)cc1,/,0.0,-7,-8,-0.1,0,-11,-1
CC(C)(C)c1ccc(OCCC(=O)NNC(=O)c2ccccc2)cc1,-6,0.1,/,-1,0.1,4,5,3
CCCCc1ccc(N/C(N)=N/c2nc(C)cc(C)n2)cc1,13,0.1,/,-2,/,-8,26,8
C[C@H](CO)N1C[C@H](C)[C@@H](CN(C)S(=O)(=O)c2ccsc2)OCc2ccccc2-c2ccccc2C1=O,-1,-0.5,-2,9,-0.3,-2,20,-3
CCC(=O)N(C)C[C@@H]1Oc2cc(-c3cccc(OC)c3)ccc2S(=O)(=O)N([C@@H](C)CO)C[C@H]1C,-5,-0.7,-5,-1,-0.3,-1,21,-3
Cc1nn(-c2ccccc2)c(N2CCCC2)c1/C=N/NC(=O)c1cccc(S(=O)(=O)Nc2ccc(Cl)cc2)c1,4,0.1,7,-68,/,-1,-25,0
C[C@H]1CN([C@@H](C)CO)C(=O)c2cc(NC(=O)c3ccncc3)ccc2O[C@@H]1CN(C)CC1CCCCC1,-2,1.5,-2,/,0.0,/,-2,0
CCCCOCCCNC(=O)C[C@@H]1C[C@@]2(C(=O)OCC)CCCC=C2N(Cc2ccc(Cl)cc2Cl)C1=O,/,0.0,/,-5,-0.5,/,-15,3
COc1cc(/C=C/c2ccc3cccc([N+](=O)[O-])c3n2)ccc1OCC#N,/,0.3,22,-4,0.1,-4,-9,-3
C[C@H](CO)N1C[C@H](C)[C@@H](CN(C)C(=O)Nc2cccc3ccccc23)Oc2ccc(NS(=O)(=O)c3ccccc3)cc2C1=O,9,-0.3,7,7,0.6,2,-9,1
